KB-V1 cytotox: kills drug-selected multidrug resistant KB-V1 cells | KB-V1 MDR cells viability, CellTiter-Glo, 72 h | 400,000 tested, 3.4% active | Potency, µM (highest dose often 46.1 µM), without a hit: at the top dose activity change, negative = cytotoxicity, hits mostly cytotoxic | AID 1347076; also: % is scaled to controls: 0 for no effect and ±100 for the full control effect; nearly all actives have a fitted effect of over 60% in size
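Cytotoxicity via CellTiter-Glo luminescence after 72 h compound exposure at 37 degrees C. Cells: drug-selected KB-V1 line, DMEM phenol-red free plus 10% FBS. Compounds tested at multiple concentrations; normalized data fitted to concentration-effect curves.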
SW480 rereplic: inducers of DNA re-replication in SW480 colon cancer cells; AID 624297; SW480 DNA re-replication, Hoechst DNA content imaging, 48 h; 340,000 tested, 1.8% active; Potency, µM (doses to about 46.1 µM), inactives show at the top dose re-replication activation, hits mostly activators; also: % of control where 0% means no effect; nearly all actives have a fitted effect of over 55% in size
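First, 250 cells per well were seeded. Next, compound or vehicle (23 nL) was pinned in, plates sat 48 hr at 37 C. Finally Hoechst was added for 40 min before fluorescence scanning.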
KB-3-1 tox: kills parental KB-3-1 adenocarcinoma cells | KB-3-1 viability, CellTiter-Glo ATP luminescence, 72 h | Potency, µM (titrated, usually from 46.1 µM), for inactives: top-dose activity change, negative = cytotoxic, usual class: cytotoxic | 400,000 tested, 1.4% active | AID 1347075; also: % is scaled to controls: 0 for no effect and ±100 for the full control effect; nearly all actives have a fitted effect of over 60% in size
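Using CellTiter-Glo luminescence, growth of non-resistant KB-3-1 adenocarcinoma cells is assessed 72 h after pin-tool compound addition at 37 °C. Normalized responses across the concentration series yield fitted curves.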
GLP-1R inv ag: acts as inverse agonist at human GLP-1 receptor; P43220; Potency, µM (series often up to 38.3 µM), without a hit: top-dose activity change, negative = inhibition, usual class: inhibitors; 410,000 tested, 1.6% active; HEK293 GLP-1R CRE-luciferase, luminescence, 24 h; GLP-1R form is constitutively active; also: % is scaled to controls: 0 for no effect and ±100 for the full control effect; nearly all actives have a fitted effect of over 55% in size
Target sequence (P43220 whole entry, looked up): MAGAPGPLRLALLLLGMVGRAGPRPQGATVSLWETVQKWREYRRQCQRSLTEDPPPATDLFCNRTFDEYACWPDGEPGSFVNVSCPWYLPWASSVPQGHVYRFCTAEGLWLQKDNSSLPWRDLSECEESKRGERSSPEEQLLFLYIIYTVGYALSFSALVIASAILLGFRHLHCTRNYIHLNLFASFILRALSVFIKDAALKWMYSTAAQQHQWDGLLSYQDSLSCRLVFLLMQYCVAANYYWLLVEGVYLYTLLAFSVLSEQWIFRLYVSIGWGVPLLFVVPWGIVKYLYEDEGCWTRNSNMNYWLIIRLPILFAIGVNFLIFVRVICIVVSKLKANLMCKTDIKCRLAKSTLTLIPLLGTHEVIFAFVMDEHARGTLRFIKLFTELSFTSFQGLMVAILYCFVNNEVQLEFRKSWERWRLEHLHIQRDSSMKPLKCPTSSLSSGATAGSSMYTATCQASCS
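Seeding at 200 cells/uL, 12 h culture, 24 hr compound treatment, then luciferase reagent and a luminescence read; cells are HEK293 stably expressing a constitutively active GLP-1R plus cAMP-responsive luciferase.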
HT1080-NT tox: kills 2HG-producing HT-1080-NT fibrosarcoma cells; HT-1080-NT fibrosarcoma viability, CellTiter-Glo ATP luminescence, 48 h; Potency, µM (doses to about 46.1 µM), for inactives: at the top dose activity, negative = less viability, usual class: cytotoxic; 360,000 tested, 1.6% active; AID 686970;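 also: NT is the 2HG producing partner of a matched IDH1 knockdown line; 0% = DMSO-treated cells and -100% = media-only wells without cells; nearly all actives have a fitted effect of over 55% in size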
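Viability of the 2HG-overproducing fibrosarcoma line after 48 hours of compound exposure at 37 degrees C was determined by luminescence with CellTiter-Glo, and concentration-effect curves were then fitted and categorized.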
TDP-43 yeast inh: TDP-43 toxicity inhibition in yeast; TDP-43 expressing yeast growth rescue, BacTiter-Glo, 24 h; Potency, µM (highest dose often 46.1 µM), without a hit: top-dose growth rescue (activation), most hits filed as activators; 410,000 tested, 1.8% active; AID 652104; also: % of control where 0% means no effect; nearly all actives have a fitted effect of over 50% in size
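Yeast expressing TDP-43 (pregrown in raffinose, seeded at OD600=0.02 in galactose medium) exposed to compounds 24 hr at 30 deg C. Growth read by BacTiter-Glo luminescence; rescue of toxicity appears as increased signal.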
GLP1R cytotox: cytotoxicity in counter-screen for GLP-1R inverse agonists. HEK293 cAMP-luciferase reporter cells, luminescence, 24 h. Potency, µM (doses to about 38.3 µM), for the others: top-dose activity change, negative = inhibition, hits mostly inhibitors. 410,000 tested, 0.13% active;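 also: loss of luciferase light is scored as toxicity; % is scaled to controls: 0 for no effect and ±100 for the full control effect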
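To flag toxic compounds, the library was rerun on cells for 24 hr at 37 deg C and 5% CO2. Viability-linked luminescence was captured 12 min after adding luciferase detection reagent.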
HT1080 IDH1KD tx: kills HT-1080 cells with IDH1 knockdown; 360,000 tested, 2% active; HT-1080 IDH1 knockdown viability, ATP luminescence, 48 h; AID 686971; Potency, µM (highest dose often 46.1 µM), for the others: at the top dose activity, negative = toxicity, hits mostly cytotoxic;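 also: 0% = DMSO wells and -100% = cell-free medium wells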
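Knockdown cells (IDH1KD HT-1080) received compounds 2 h after plating at 750 cells/well and were kept 48 h at 37 °C in 5% FBS RPMI. A CellTiter-Glo luminescence read gave % activity for curve fitting.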
GLP1R ag: activates the human GLP-1 receptor; P43220; HEK293 GLP-1R CRE-luciferase, luminescence, 4-6 h; cells express a hypersensitive GLP-1R form; Potency, µM (top dose mostly 45.6 µM), for the others: at the top dose activation, actives largely listed as activators; 380,000 tested, 0.007% active; also: % of control where 0% means no effect
Numbers without * were called inactive; ? = inconclusive; · = not tested or not shown; [ ] = dose if it differs, or a comment. Calls follow the shape of the dose curve; as a rule, active = well fitted curve in the direction sought with a large enough effect; inconclusive = small, poorly fitted or top-dose-only effect, or another doubt; inactive = no such curve, though single readings can be large; an effect the other way counts as inactive or inconclusive. Potency is read from the fitted curve at half-maximal effect. Compounds were not picked by outcome; overall some 9.4% were active at least once.

SMILES	KB-V1 cytotox	SW480 rereplic	KB-3-1 tox	GLP-1R inv ag	HT1080-NT tox	TDP-43 yeast inh	GLP1R cytotox	HT1080 IDH1KD tx	GLP1R ag
Cc1ccc(C)c(N(CC(=O)NCc2ccccc2)C(=O)c2csnn2)c1	-15%	-13%	-2%	-14%	1%	-7%	-8%	7%	8%
Cc1ccc(-n2nc3c(c2NC(=O)c2ccc4c(c2)OCO4)CS(=O)(=O)C3)cc1	-9%	-14%	-10%	2%	0%	1%	-2%	-3%	7%
CN(C)S(=O)(=O)c1ccc2c(c1)N(CC(=O)N1CCN(c3ccccc3F)CC1)CCS2	?	·	-12%	3%	·	18%	5%	·	1%
O=C(CCCn1c(=O)[nH]c2ccsc2c1=O)NC1CCCCC1	-6%	-1%	8%	27%	19%	-23%	-3%	18%	4%
O=C(Nc1ccc(OCc2cc(=O)n3c4c(sc3n2)CCCC4)cc1)c1ccc(F)cc1	0%	·	-20%	7%	·	11%	9%	·	1%
O=C(C(c1ccccc1)c1ccccc1)N1CCOCC1	1%	1%	0%	12%	7%	-1%	-1%	1%	-8%
CCn1c(/C=C2/C(=O)N(C)c3ccccc32)nc2ccccc2c1=O	?	?	-3%	-23%	-18%	14µM*	-28%	-20%	14%
O=C1CCCC2=C1C(c1ccccc1O)C1=C(CCCC1=O)O2	16%	-2%	1%	17%	-3%	3%	0%	3%	2%
CC(Nc1nc(N2CCN(CCO)CC2)nc2ccccc12)c1ccccc1 (stereo not given)	?	8%	-9%	4.5µM*	?	-16%	?	?	0%
CC(=O)Nc1ccc(N/C(C)=C/C(=O)c2cccnc2)cc1	-3%	-4%	?	1%	13%	-13%	-16%	9%	-1%
CCCOc1ccc(OCCN2CCCC(C)C2)cc1 (stereo not given)	1%	12%	4%	-36%	-4%	8%	-19%	-6%	0%
Cc1ccc(-n2nnnc2SC(C)C(N)=O)c(C)c1 (stereo not given)	6%	-6%	7%	3%	0%	0%	-3%	10%	-11%
O=C(COc1ccc(/C=N/NS(=O)(=O)c2ccccc2)cc1)NCCc1ccccc1	0%	?	1%	-14%	5%	8%	-13%	7%	0%
COc1cc(N)c2ncccc2c1OC	-4%	-6%	8%	1%	-2%	-10%	-6%	-5%	2%
Cc1ccc(C(=O)NCCN2CCNC2=O)cc1	2%	-1%	3%	-11%	0%	11%	-26%	20%	3%
CC(OC(=O)Cn1cnc2c1c(=O)n(C)c(=O)n2C)C(=O)NC1(C#N)CCCCC1 (stereo not given)	13%	-1%	0%	-8%	-9%	-17%	14%	-3%	-2%
O=C(Oc1c(CN2CCOCC2)cc(Cl)c2cccnc12)c1ccccc1F	?	6.5µM*	18µM*	?	?	15%	?	?	9%
O=C(CNC(=O)c1cccs1)NCC(=O)OCc1ccc(Cl)cc1Cl	10%	-6%	-7%	5%	8%	-7%	1%	3%	-1%
C=Cn1cc[n+](CC(=O)c2ccc(Br)s2)c1	2%	-7%	-1%	-4%	0%	-12%	-6%	2%	0%
CN(CC(=O)Nc1ccc(Cl)cc1)C(=O)CCc1nc2sc3c(c2c(=O)[nH]1)CCCC3	0%	?	-1%	-20%	-12%	16%	5%	-11%	-5%
CC1CCC(NC(=O)C(NC(=O)c2ccccc2)C(C)C)CC1 (stereo not given)	-3%	1%	1%	15%	-3%	-4%	2%	-3%	-2%
CCOc1ccc(NC(=O)NNC(=O)COc2ccc3ccccc3c2)cc1	?	13%	0%	1%	0%	10%	4%	13%	-4%
COc1ccc(NS(=O)(=O)c2ccc(N3CCCCS3(=O)=O)cc2)cc1Cl	-3%	·	?	?	·	23%[9.22 µM]	-9%	·	·
COC(=O)[C@]1(Cc2ccccc2)N[C@H](CN(C)S(=O)(=O)c2ccc(C(C)(C)C)cc2)[C@@H]2C(=O)N(C)C(=O)[C@@H]21	0%	-21%	5%	-6%	8%	?	-10%	5%	1%

A second format for 2 compounds above.
> COc1ccc(NS(=O)(=O)c2ccc(N3CCCCS3(=O)=O)cc2)cc1Cl
  KB-V1 cytotox: -3% | SW480 rereplic: · | KB-3-1 tox: ? | GLP-1R inv ag: ? | HT1080-NT tox: · | TDP-43 yeast inh: 23%[9.22 µM] | GLP1R cytotox: -9% | HT1080 IDH1KD tx: · | GLP1R ag: ·
> COC(=O)[C@]1(Cc2ccccc2)N[C@H](CN(C)S(=O)(=O)c2ccc(C(C)(C)C)cc2)[C@@H]2C(=O)N(C)C(=O)[C@@H]21
  KB-V1 cytotox: 0% | SW480 rereplic: -21% | KB-3-1 tox: 5% | GLP-1R inv ag: -6% | HT1080-NT tox: 8% | TDP-43 yeast inh: ? | GLP1R cytotox: -10% | HT1080 IDH1KD tx: 5% | GLP1R ag: 1%

More entries follow.
SMILES	KB-V1 cytotox	SW480 rereplic	KB-3-1 tox	GLP-1R inv ag	HT1080-NT tox	TDP-43 yeast inh	GLP1R cytotox	HT1080 IDH1KD tx	GLP1R ag
CCOc1cccc2sc(=NC(=O)CCS(=O)(=O)c3ccccc3)n(CC)c12	-20%	-6%	?	-13%	-3%	4%	-5%	4%	7%
Cc1ccc(S(=O)(=O)N2CCCN(C(=O)c3ccc(-n4cccn4)cc3)CC2)cc1	0%	-3%	-17%	-32%	-1%	21%	6%	0%	9%
COCc1cc(C)nc2sc(C(=O)N3CCN(c4ccccc4)CC3)c(N)c12	-8%	6%	-5%	-9%	7%	20µM*	15%	-6%	7%
CCOC(=O)Nc1ccc2c(COC(=O)CN(C)S(=O)(=O)c3ccc(C)cc3)cc(=O)oc2c1	5%	-58%[inhibitor]	?	22%	?	-1%	-13%	-26%	15%
CCN(CC)CC(C)OC(=O)COc1ccc(OC)cc1 (stereo not given)	6%	-3%	-1%	0%	11%	-34%[inhibitor]	?	10%	-9%
CN(C)/C=N/c1ncn(-c2ncc(C(F)(F)F)cc2Cl)n1	9%	-4%	3%	2%	4%	-11%	-4%	-1%	11%
Cn1c(-c2cccc(Br)c2)cnc1NCc1ccccc1O	-1%	-3%	-2%	?	-16%	-15%	-23%	?	-3%
Cc1ccc(C(=O)O/N=C\c2ccc(N3CCCCC3)c([N+](=O)[O-])c2)cc1	7.3µM*	-1%	?	?	-14%	24%	-23%	1%	-8%
O=C1CC(N2CCSCC2)C(=O)N1c1ccc(F)cc1 (stereo not given)	?	-12%	21%	7%	15%	?	2%	11%	0%
O=C(c1ccco1)N1CCN(C(c2cccs2)c2sc3ncnn3c2O)CC1 (stereo not given)	13%	-3%	9%	4%	2%	14%	-12%	14%	-3%
CC1Cc2ccccc2N1C(=O)CN1CCN(Cc2ccccc2)CC1 (stereo not given)	8%	6%	1%	?	5%	-4%	1%	12%	1%
FC(F)(F)c1cccc(N2CCC(N=CN3CCCCCC3)=N2)c1	?	10%	?	?	-7%	10%	-26%	-5%	19%
O=C(c1ccc(N2C(=O)C3C4CC(C(Br)C4Br)C3C2=O)cc1)N1CCCCC1 (stereo not given)	-3%	?	0%	14%	2%	16%	-3%	21%	1%
COc1ccc(CCNC(=O)CSc2nnnn2Cc2ccc3c(c2)OCO3)cc1OC	?	0%	-5%	-1%	-1%	-18%	-9%	-12%	22%
CC(=O)Nc1ccc(S(=O)(=O)N2CCN(C34CC5CC(CC(C5)C3)C4)CC2)cc1	-8%	-1%	1%	7%	8%	0%	-2%	0%	-9%
C[C@@H]1O[C@H](C2CC2)Cc2[nH]c(=S)[nH]c(=O)c21	-40%	·	?	16%	13%	18%	8%	1%	2%
CCS(=O)(=O)N1CCC(C(=O)NCCCN2CCCC2)CC1	13%	0%	6%	10%	8%	-16%	11%	0%[9.24 µM]	-3%
CCCCNC(=S)N(C)/N=C/c1c(F)cccc1F	-22%	-2%	0%	-2%	7%	?	-9%	10%	12%
C[C@@H](NC(=O)c1cc2c([nH]c3ccccc32)c(-c2ccccc2)n1)C(=O)O	6%	4%	2%	7%	8%	14%	-21%	-4%	-2%
COc1ccc(C(=O)CCC(=O)Nc2cccnc2)cc1	-2%	-10%	10%	9%	11%	22%	1%	20%	3%
COc1ccc(Cl)cc1C(=O)OCC(=O)Nc1cccnc1Cl	-4%	-6%	0%	84%[activator]	22%	6%	5%	3%	?
Fc1cccc(Nc2nc(Cl)nc(Cl)n2)c1	-14%	10%	-25%	30%[activator]	17%	-5%	-1%	-3%	-1%
CC(C)COc1ccc(Br)cc1CNC(C)(C)C	4%	7%	2%	?	-10%	7%	3%	0%	-3%
CCc1c(C)nc2c(-c3ccccc3)c(C)[nH]n2c1=O	17%	15%	-8%	7%	-16%	-1%	5%	-16%	-6%
CCN(C(=O)COC(=O)/C=C/c1ccc(F)cc1)C1CCCCC1	-23%	-8%	12%	?	-8%	1%	5%	-3%	19%
Cc1ccc(-c2csc3ncn(CC(=O)OC(C)C)c(=O)c23)cc1	-4%	1%	20%	?	-10%	4%	-8%	-22%	-3%
Cc1ccccc1-c1nnc(CN2CCN(c3cccc(C)c3C)CC2)o1	8%	·	2%	-9%	·	4%	0%	·	·
Cc1ccccc1NC(=O)Nc1ccc2c(c1)CCC2	-8%	0%	2%	5%	0%	-5%	0%	-3%	-4%
COC(=O)c1c(-c2ccccc2OC)sc2ccccc12	?	?	?	?	?	?	-25%	?	14%
Cc1cccc(OCC(=O)Nc2ccccc2N2CCCCC2)c1C	-16%	?	-23%	?	-19%	-18%	12%	?	3%
O=C(c1ccco1)N1CCCC(Nc2ccc3c(c2)OCCO3)C1 (stereo not given)	-10%	-8%	5%	3%	-2%	3%	5%	-2%	16%
O=C(O)C1OC(Oc2c(-c3ccc(O)c(O)c3)oc3cc(O)cc(O)c3c2=O)C(O)C(O)C1O (stereo not given)	?	2%	9%	16%	0%	1%	-11%	6%	6%
Cc1cccn2c(=O)c(C(=O)NCc3ccccc3Cl)c(O)nc12	0%	·	9%	5%	·	-19%	-9%	·	·
COc1ccc(NC(=O)CSc2n[nH]c(-c3ccco3)n2)cc1	-10%	-77%[inhibitor]	0%	29%	?	-1%	-2%	?	5%

High-throughput results from PubChem.
